AGP1 TOR yeast = yeast TOR pathway AGP1-GFP modulation; S. cerevisiae AGP1-GFP multiplex flow cytometry, 3 h; GFP as percent of DMSO wells; GFP response vs DMSO, % at 10 µM; hit rate 0.02% among 320,000; AID 2066;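 active = GFP response relative to DMSO above a set limit, near screen average plus 3 SD, cut at about 150% in these data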;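 also: median GFP channel fluorescence of the gated AGP1 strain per well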
RPL19A TOR yeast = yeast TOR pathway RPL19A-GFP modulation; hit rate 0.3% among 330,000; percent response vs DMSO, % at 10 µM; AID 2025; S. cerevisiae RPL19A-GFP strain, flow cytometry, 3 h; active compounds read low;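 active = percent response vs DMSO below 50%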;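 also: median channel GFP fluorescence of the barcoded RPL19A-GFP strain; ratio of sample median GFP to plate DMSO average so 100% = DMSO; lower means less RPL19A-GFP as with rapamycin TOR inhibition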
LAP4-GFP MLPCN = alters LAP4-GFP fluorescence in TOR pathway yeast screen; S. cerevisiae LAP4-GFP multiplex, flow cytometry GFP, 3 h; median GFP as percent of DMSO wells; GFP response vs DMSO, % at 10 µM; hit rate 0.34% among 320,000; AID 2023;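 active = GFP response vs DMSO above a set limit, about the screen mean plus 3 SD, cut at about 150% in these data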
MEP2 TOR yeast = yeast TOR pathway MEP2-GFP modulation; GFP response vs DMSO, % at 10 µM; S. cerevisiae MEP2-GFP strain, flow cytometry GFP, 3 h; 100% = DMSO control level; hit rate 0.51% among 330,000;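 active = GFP response versus DMSO above a set limit, roughly screen mean plus 3 SD, cut at about 180% in these data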;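 also: median GFP fluorescence of the barcode-gated MEP2-GFP cells per well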
CIT2-GFP yeast = alters CIT2-GFP fluorescence in TOR pathway yeast screen; hit rate 0.065% among 320,000; AID 2029; GFP response vs DMSO, % at 10 µM; S. cerevisiae CIT2-GFP strain, flow cytometry, 3 h; 100 means same as DMSO wells;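 active = GFP response relative to DMSO above a set limit, near the screen mean plus 3 SD, cut at about 150% in these data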;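 also: ratio of well median GFP fluorescence to mean of DMSO wells on the plate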
JMJD2C inh = blocks human GASC-1 demethylase activity; Q9H3R0; GST-JMJD2C(1-420) H3K9me3 demethylation, DELFIA europium; inhibition, % at 2.35 µM; hit rate 0.069% among 330,000; AID 2099;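 active = more than half of a compound's replicate wells show inhibition beyond 50%, single wells judged on their own value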;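 also: signal counts dimethyl H3K9 product captured on neutravidin plate; 0% = median of DMSO wells and 100% = 0.3 times that DMSO median; strong numbers were not always called active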
Target sequence (Q9H3R0 1-420 limits assumed): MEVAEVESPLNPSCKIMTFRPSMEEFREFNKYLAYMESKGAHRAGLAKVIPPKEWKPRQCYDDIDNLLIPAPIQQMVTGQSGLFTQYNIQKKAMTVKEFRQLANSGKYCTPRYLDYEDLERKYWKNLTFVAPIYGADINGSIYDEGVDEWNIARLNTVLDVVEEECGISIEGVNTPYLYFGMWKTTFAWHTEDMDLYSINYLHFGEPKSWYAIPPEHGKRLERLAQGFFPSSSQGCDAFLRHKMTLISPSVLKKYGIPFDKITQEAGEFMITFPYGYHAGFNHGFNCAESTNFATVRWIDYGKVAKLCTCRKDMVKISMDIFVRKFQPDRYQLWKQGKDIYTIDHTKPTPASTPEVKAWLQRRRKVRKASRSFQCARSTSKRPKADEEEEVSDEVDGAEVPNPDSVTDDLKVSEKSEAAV
VLA-4 inh = inhibition in a human VLA-4 binding assay. hit rate 0.2% among 330,000. AID 2557. P13612. VLA-4 expressing cells, ligand binding flow cytometry. inhibition, % (about 7 µM as worked out from the volumes in the protocol); in the data active = inhibition above about 50%
GRK2 aptamer HTS = blocks RNA aptamer binding to human GRK2; AID 488847; bead flow cytometry, FAM-aptamer displacement from GRK2; hit rate 0.59% among 330,000; P25098; inhibition of aptamer binding, % at 10 µM;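 active = inhibition of aptamer binding above 40%, roughly 3 SD of noise, on plates passing a quality check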;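 also: median bead fluorescence of bound FAM aptamer so fluorescent compounds give negative values; no value below 0 was filed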
* marks the source's active call; other numbers are inactive results; i = inactive; / = no result given; & = joins results of further samples.

The first 2 records (preview)
AGP1 TOR yeast,RPL19A TOR yeast,LAP4-GFP MLPCN,MEP2 TOR yeast,CIT2-GFP yeast,JMJD2C inh,VLA-4 inh,GRK2 aptamer HTS,mol
99,102,97,115,98,7,12,5,COc1ccc(C(=O)NCC(=O)N/N=C/c2cccnc2)cc1OC
101,110,87,86,94,22,-13,0,Cc1cccc(Cc2cnc(N3C(=N)SC(c4ccccc4)C3=O)s2)c1 (stereo not drawn)

This part in full, previewed entries included:
AGP1 TOR yeast,RPL19A TOR yeast,LAP4-GFP MLPCN,MEP2 TOR yeast,CIT2-GFP yeast,JMJD2C inh,VLA-4 inh,GRK2 aptamer HTS,mol
99,102,97,115,98,7,12,5,COc1ccc(C(=O)NCC(=O)N/N=C/c2cccnc2)cc1OC
101,110,87,86,94,22,-13,0,Cc1cccc(Cc2cnc(N3C(=N)SC(c4ccccc4)C3=O)s2)c1 (stereo not drawn)
94,100,103,90,90,-4,-4,1,CCCCc1cc2c(s1)CCCC/C2=N/O
106,111,105,108,109,0,5,97*,CSCC[C@H](NC(=O)Cc1c(C)c2c(cc(C)c3c(C)coc32)oc1=O)C(=O)O
102,102,92,100,101,-5,-7,0,CC(=O)c1ccc(-c2ccc(C(=O)NCC(c3ccco3)N(C)C)o2)cc1 (stereo not drawn)
97,94,92,92,96,-8,7,0,O=C(NNC(=O)c1cccnc1)Nc1cccc2ccccc12
100,106,100,103,101,-3,3,1,CCNc1c(NC(C)=O)c(=O)oc2ccccc12
98,104,93,111,99,-1,14,71*,Cn1c(SCc2ccccc2Cl)nc2c1c(=O)[nH]c(=O)n2C
80,100,92,103,96,13,1,2,Cc1cc(NC(=O)COC(=O)C2CC(=O)N(c3ccc(Cl)cc3)C2)no1 (stereo not drawn)
/,108,111,99,108,-11,-13,0,CCCC(=O)Nc1ccc(-c2nc3cc(C)c(C)cc3o2)c(O)c1

Complete entries from above.
Shown for CCCCc1cc2c(s1)CCCC/C2=N/O → AGP1 TOR yeast: 94; RPL19A TOR yeast: 100; LAP4-GFP MLPCN: 103; MEP2 TOR yeast: 90; CIT2-GFP yeast: 90; JMJD2C inh: -4; VLA-4 inh: -4; GRK2 aptamer HTS: 1
Shown for O=C(NNC(=O)c1cccnc1)Nc1cccc2ccccc12 → AGP1 TOR yeast: 97; RPL19A TOR yeast: 94; LAP4-GFP MLPCN: 92; MEP2 TOR yeast: 92; CIT2-GFP yeast: 96; JMJD2C inh: -8; VLA-4 inh: 7; GRK2 aptamer HTS: 0
Shown for Cc1cccc(Cc2cnc(N3C(=N)SC(c4ccccc4)C3=O)s2)c1 (stereo not drawn) → AGP1 TOR yeast: 101; RPL19A TOR yeast: 110; LAP4-GFP MLPCN: 87; MEP2 TOR yeast: 86; CIT2-GFP yeast: 94; JMJD2C inh: 22; VLA-4 inh: -13; GRK2 aptamer HTS: 0

Carrying on.
AGP1 TOR yeast,RPL19A TOR yeast,LAP4-GFP MLPCN,MEP2 TOR yeast,CIT2-GFP yeast,JMJD2C inh,VLA-4 inh,GRK2 aptamer HTS,mol
109,105,101,105,/,-8,6,0,COC(=O)c1c(N=CN(C)C)c(C#N)c2n1CCCC2
84,95,108,69,87,3,0,0,CCCN(CCC)C(=O)c1ccc2c(=O)n(Cc3ccco3)c(=S)[nH]c2c1
90,91,91,98,90,-6,15,0,Cc1ccc(NC(=O)COc2cccc3ccccc23)c(O)c1
91,97,93,101,100,12,14,1,COc1ccc2oc(=O)c(-c3ccccc3C(=O)N3CCOCC3)cc2c1
100,99,92,98,/,7,14,2,Cc1ccc(NC(=O)CC2=NC(=O)C(CC(=O)Nc3ccccc3C)S2)cc1 (stereo not drawn)
107,101,104,97,105,-3,-2,2,O=C(O)CC12CC3CC(C1)CC(n1ncc(N4CCC5(CC4)OCCO5)c(Cl)c1=O)(C3)C2
106,93,102,103,85,-21,3,7,O=C(CNS(=O)(=O)c1ccc(Br)cc1)NCc1cccnc1
94,97,94,106,95,-7&2,3,0,CN1CCN(C(=O)c2ccccc2N(Cc2ccccc2)S(C)(=O)=O)CC1
104,95,111,98,96,-10,-5,0,NC(N)=Nc1nc2cc([N+](=O)[O-])ccc2o1
155*,74,294*,914*,141,9,14,6,COc1ccc(Cc2nnc(NC(=O)c3ccccc3F)s2)cc1
89,91,88,91,84,/,11,3,O=C(COC(=O)COc1ccccc1)Nc1cccnc1Cl
100,108,97,111,108,-7,8,6,CC(=O)NC(c1ccc(Cl)cc1Cl)c1ccc2cccnc2c1O (stereo not drawn)
105,100,109,99,95,1,-13,2,CNC(=O)c1c(C)nn(-c2ccc(F)c(Cl)c2)c1-c1cc(C)on1
86,105,95,104,90,-16,6,3,COc1cc(/C=C/C(=O)N2CC(C)OC(C)C2)cc(OC)c1OC (stereo not drawn)
108,103,104,97,125,7,-9,0,CC(=O)Nc1ccc(S(=O)(=O)N2CCN(c3cccc(C)c3C)CC2)cc1
108,98,113,110,105,-7,7,0,Cn1cnc([N+](=O)[O-])c1SCC(O)CCl (stereo not drawn)
121,98,116,111,115,13,-17,4,COc1cccc(C2C(C(=O)/C=C/c3ccco3)=C(O)C(=O)N2CCN2CCOCC2)c1 (stereo not drawn)
100,103,100,104,104,5,19,0,CCC(=O)NC(=S)Nc1ccc(NC(=O)COc2ccc([N+](=O)[O-])cc2)cc1
95,97,98,101,90,-19,8,2,COC(=O)c1ccccc1NC(=O)C1CC(=O)N(c2ccc(F)cc2)C1 (stereo not drawn)
20,40*,69,118,86,2,-9,4,COC(=O)c1sc(-c2ccc(C(C)(C)C)cc2)cc1NC(=O)CCC(=O)O
100,97,97,99,103,0,-14,0,Cc1ccc(NC(=O)C(C)SCC(=O)Nc2ccc(F)cc2)cc1S(=O)(=O)N1CCOCC1 (stereo not drawn)
97,100,92,103,100,0,9,2,Cc1ccccc1NC(=S)NC1(C)CCS(=O)(=O)C1 (stereo not drawn)
101,100,87,91,78,-6,-4,0,CN(C)S(=O)(=O)c1ccc(Cl)c(NC(=O)COC(=O)C2CCCO2)c1 (stereo not drawn)
109,99,128,109,87,-9,18,0,CCN(CC)S(=O)(=O)c1ccc(C(=O)Nc2cccc(C)c2)cc1
101,94,99,102,96,3,-2,3,CC(=O)NC(=S)Nc1ccc(S(=O)(=O)Nc2nc(C)cc(C)n2)cc1
107,101,103,96,97,-8,11,0,O=C(NC(=S)Nc1ccc(CN2CCCCC2)cc1)c1cc2ccccc2o1
98,100,99,100,99,8,1,1,Cc1ccccc1NC(=O)CCN1CCN(Cc2ccccc2)CC1
106,107,105,115,107,3,13,2,O=c1[nH]c(CN2CCN(CCO)CC2)nc2ccccc12
99,96,103,98,91,12,-7,0,COc1ccc(S(=O)(=O)NC(CC(=O)NCc2ccco2)C(C)C)cc1 (stereo not drawn)
114,106,110,117,100,3,4,1,Cc1c(C(=O)N2CCCCC2C)sc2ncnc(N3CCc4ccccc4C3)c12 (stereo not drawn)
102,99,105,114,97,3,-8,0,Cc1[nH]c2ccccc2c1C(=O)CSc1nc2ccccc2c(=O)n1-c1ccccc1F
94,99,93,91,91,-37,-4,5,CC(=O)NO
91,94,82,95,89,-29,16,0,Cc1cccc(CSC2=NCCN2C(=O)C2CC2)c1
92,99,107,95,92,-10,7,0,CCn1nc(C(=O)Nc2cccc3ccccc23)c(Cl)c1Cl
104,104,99,105,102,2,-8,4,O=C1/C(=C/c2ccc(F)cc2)CCC1C1CCCC1 (stereo not drawn)
72,76,83,100,94,23,5,1,COC(=O)[C@H](Cc1ccccc1)NC(=O)C1CCN(C(=O)[C@H](C)NS(=O)(=O)c2ccc(C)cc2)CC1
96,96,96,94,89,-1,17,0,C=CCOc1ccc(CN(C)CC(=O)Nc2ccc3c(c2)CCC3)cc1
99,98,93,97,105,1,14,0,COc1ccc(C)cc1NC(=O)c1cc(S(=O)(=O)N2CCCCC2)ccc1N1CCOCC1
94,96,96,98,99,5,10,0,COc1ccc(NC(=O)c2nc[nH]c2C(=O)Nc2ccccc2C)cc1
102,99,104,105,97,4,13,0,COc1ccccc1C1/C(=C(/O)c2ccc(Cl)cc2)C(=O)C(=O)N1CCN1CCOCC1 (stereo not drawn)

6 consecutive records already listed, quoted:
AGP1 TOR yeast,RPL19A TOR yeast,LAP4-GFP MLPCN,MEP2 TOR yeast,CIT2-GFP yeast,JMJD2C inh,VLA-4 inh,GRK2 aptamer HTS,mol
102,99,105,114,97,3,-8,0,Cc1[nH]c2ccccc2c1C(=O)CSc1nc2ccccc2c(=O)n1-c1ccccc1F
94,99,93,91,91,-37,-4,5,CC(=O)NO
91,94,82,95,89,-29,16,0,Cc1cccc(CSC2=NCCN2C(=O)C2CC2)c1
92,99,107,95,92,-10,7,0,CCn1nc(C(=O)Nc2cccc3ccccc23)c(Cl)c1Cl
104,104,99,105,102,2,-8,4,O=C1/C(=C/c2ccc(F)cc2)CCC1C1CCCC1 (stereo not drawn)
72,76,83,100,94,23,5,1,COC(=O)[C@H](Cc1ccccc1)NC(=O)C1CCN(C(=O)[C@H](C)NS(=O)(=O)c2ccc(C)cc2)CC1

Next part.
AGP1 TOR yeast,RPL19A TOR yeast,LAP4-GFP MLPCN,MEP2 TOR yeast,CIT2-GFP yeast,JMJD2C inh,VLA-4 inh,GRK2 aptamer HTS,mol
97,101,93,106,107,12,-8,2,CC(C)(C)CN1CCC(Oc2cccc(C(=O)N3CCNC(=O)C3(C)C)c2)CC1
/,93,100,96,100,2,-1,1,COc1ccccc1NC(=O)CSc1nnc(Cn2cnc3ccccc32)n1C
124,97,109,123,96,4,-19,0,CCN(CC)C(=O)Oc1ccnc2cc(Cl)ccc12
94,99,101,100,95,-3,10,0,CC(C)CN1C2CCCC1CC(NC(=O)c1ccc([N+](=O)[O-])cc1)C2 (stereo not drawn)
106,105,106,102,103,-5,7,1,CCOC(=O)c1sc(C)c(C(=O)NCCCN2CCOCC2)c1N
94,95,94,97,95,-2,7,3,COc1ccccc1-c1cc(C(=O)N2CCOCC2)no1
111,106,109,107,108,i,-2,0,NC(=O)N/N=C/c1cn(CC(=O)Nc2ccc(F)cc2)c2ccccc12
94,99,92,101,99,-2,4,4,COc1ccc(N(Cc2cc3ccccc3[nH]c2=O)S(=O)(=O)c2ccc(OC)cc2)cc1
107,101,101,102,100,-5,14,0,O=C(Nn1cnc2ccccc2c1=O)c1cccc(Cl)c1
98,99,98,106,102,2,6,0,O=C(N/N=C/c1cccnc1)C(=O)N1CCCCCC1
84,82,121,99,84,-12,1,0,c1ccc(-n2ncc3c(N4CCN(CCOc5cccc6ccccc56)CC4)ncnc32)cc1
96,96,99,100,100,i,-5,0,CCOC(=O)N1CCC(NC(=O)Cn2c3c(c(-c4ccccc4Cl)cc2=O)CCC3)CC1
114,104,99,112,112,-4,19,0,COc1ccc(Nc2nccc3c2nnn3C)cc1
101,104,100,101,99,56,18,0,COc1cc(NC(=S)N2CCc3ccccc3C2)cc(OC)c1
102,104,100,100,96,8,13,0,Cc1ccccc1-n1c(CSC(=N)N)nc2ccccc2c1=O
101,98,101,99,102,-6,0,1,COc1ccc(NC(=O)C(=O)NCC(c2ccco2)N2CCc3ccccc32)cc1 (stereo not drawn)
93,101,128,105,98,-28,-2,0,COc1ccc(NC(=S)Nc2ncccc2C)c(OC)c1
104,101,104,110,99,12,-17,0,Cc1ccc2oc(=O)c3cc(C(=O)NCCN4CCN(C)CC4)sc3c2c1
91,96,98,95,90,-2,39,2,CC(C)N1C(=O)/C(=C\c2nc3ccccc3c(=O)n2-c2ccccc2)c2ccccc21

Rows were taken by chance; about 1.7% have a hit in one of these screens.
